Bioassay records deposited in PubChem BioAssay by National Center for Advancing Translational Sciences (NCATS).
Pol kappa inh: inhibitors of human DNA polymerase kappa; purified Pol kappa, fluorescent DNA synthesis assay, 10 min; Q9UBT6; 400,000 tested, 0.53% active; AID 588579; Potency, µM (series often up to 107 µM), for inactives: top-dose activity, negative = inhibition, actives largely listed as inhibitors; further: potency means the concentration at half of the fitted maximal effect; on the % scale 0 is the no-effect control and ±100 the full control effect
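10 nM Pol kappa was preincubated with compounds for 15 min at room temperature. Reaction started with 50 nM (final) substrate. Fluorescence read kinetically at 0 and 10 min.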
RXFP1 antag: antagonists of human relaxin receptor RXFP1; activity change, negative = inhibition, % at 57.5 µM; 350,000 tested, 0.59% active; HEK293-RXFP1, relaxin-stimulated cAMP HTRF, 30 min; active compounds read low; Q9HBX9;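 active means activity change of -60% or lower, but not beyond a set lower limit; inconclusive means change between -60% and -40%, or beyond the set limit; inactive means change above -40%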; further: on the % scale 0 is the no-effect control and ±100 the full control effect
PGK inhibitor: blocks T. brucei phosphoglycerate kinase; PGK/GAPDH coupled, Kinase-Glo luminescence, 60 min; Potency, µM (top dose mostly 57.5 µM), for the others: at the highest dose activity change, negative = inhibition, actives largely listed as inhibitors; 380,000 tested, 0.043% active; P07378; AID 602233; further: potency means the concentration at half of the fitted maximal effect; on the % scale 0 is the no-effect control and ±100 the full control effect; nearly all actives have a fitted effect of over 60% in size
Target sequence (P07378 whole entry, looked up): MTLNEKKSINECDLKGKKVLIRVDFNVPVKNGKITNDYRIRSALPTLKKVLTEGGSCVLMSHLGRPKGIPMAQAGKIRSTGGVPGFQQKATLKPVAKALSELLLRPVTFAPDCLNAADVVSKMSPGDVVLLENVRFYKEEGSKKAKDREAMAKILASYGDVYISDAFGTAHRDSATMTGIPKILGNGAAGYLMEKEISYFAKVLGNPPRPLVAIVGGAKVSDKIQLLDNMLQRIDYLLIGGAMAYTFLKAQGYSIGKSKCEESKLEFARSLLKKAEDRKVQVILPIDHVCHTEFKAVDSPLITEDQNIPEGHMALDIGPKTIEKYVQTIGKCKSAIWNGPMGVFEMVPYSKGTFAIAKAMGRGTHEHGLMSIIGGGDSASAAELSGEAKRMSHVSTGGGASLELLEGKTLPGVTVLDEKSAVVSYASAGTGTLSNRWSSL
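Recombinant glycosomal PGK reaction used 1,3-bisphosphoglycerate generated in-well by GAPDH (100nM final) in 100mM TEA pH 7.6, 5mM MgCl2, 0.01% Tween-20. After 60 minutes at room temperature, ATP was read by Kinase-Glo Plus luminescence end-point.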
Anesthetic bind: candidate novel general anesthetic via apoferritin binding; P02791; apoferritin/1-aminoanthracene competitive binding, fluorescence; Potency, µM (titrated, usually from 77.5 µM), inactives show top-dose activity change, negative = displacement, actives largely listed as inhibitors; 350,000 tested, 0.074% active; further: potency means the concentration at half of the fitted maximal effect; on the % scale 0 is the no-effect control and ±100 the full control effect; nearly all actives have a fitted effect of over 20% in size
Target sequence (P02791 2-175 limits assumed): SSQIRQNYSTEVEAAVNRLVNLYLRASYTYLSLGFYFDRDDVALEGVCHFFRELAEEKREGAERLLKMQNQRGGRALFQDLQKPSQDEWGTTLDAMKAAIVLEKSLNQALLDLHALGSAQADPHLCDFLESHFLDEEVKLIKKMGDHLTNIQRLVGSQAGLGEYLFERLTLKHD
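Probe: 1-aminoanthracene (50% saturated, PBS). Protein: horse-spleen apoferritin, 10 uM. Incubation: 10 min, room temperature. Detection: 380 nm excitation, 535 nm emission. Analysis: normalized response, four-parameter Hill.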
POLB inh: blocks human DNA polymerase beta activity; Pol beta primer extension/strand displacement, fluorescence kinetic; Potency, µM (doses to about 114 µM), for inactives: top-dose activity change, negative = inhibition, usual class: inhibitors; 340,000 tested, 1.3% active; further: potency means the concentration at half of the fitted maximal effect; on the % scale 0 is the no-effect control and ±100 the full control effect
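Pol beta (10 nM) was preincubated with compound for 15 min at room temperature. The reaction was then started with 50 nM substrate and read immediately and after a further 10 min at room temperature.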
APEX1 inh: blocks human APE1 abasic DNA cleavage | Potency, µM (series often up to 65.8 µM), for inactives: top-dose activity change, negative = inhibition, actives largely listed as inhibitors | 350,000 tested, 0.35% active | P27695 | recombinant APE1, TAMRA/BHQ-2 abasic DNA cleavage fluorescence | AID 2517;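 further: potency means the concentration at half of the fitted maximal effect; plate controls were vehicle for no effect and reference inhibitor for full effect; nearly all actives have a fitted effect of over 55% in size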
Target sequence (P27695 whole entry, looked up): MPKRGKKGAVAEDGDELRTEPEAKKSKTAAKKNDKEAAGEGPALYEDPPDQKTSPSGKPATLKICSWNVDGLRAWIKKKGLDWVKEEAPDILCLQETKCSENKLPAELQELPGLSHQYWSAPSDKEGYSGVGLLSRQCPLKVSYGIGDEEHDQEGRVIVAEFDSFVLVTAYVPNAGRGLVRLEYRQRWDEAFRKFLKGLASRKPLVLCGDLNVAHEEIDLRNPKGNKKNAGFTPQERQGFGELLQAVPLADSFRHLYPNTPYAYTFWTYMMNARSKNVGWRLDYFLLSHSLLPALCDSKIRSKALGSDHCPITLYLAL
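APE1 at 0.75 nM final was preincubated with compound 15 min at room temperature, then 50 nM double-stranded THF abasic-site substrate (5'-TAMRA/3'-BHQ-2) was added. Fluorescence (ex 525/em 598 nm) was read kinetically; third-minus-first read gave activity.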
POLI inh: inhibitors of human DNA polymerase iota; Q9UNA4; Pol iota fluorescent replication assay, 10 min; Potency, µM (titrated, usually from 115 µM), for inactives: at the highest dose activity, negative = inhibition, usual class: inhibitors; 390,000 tested, 1% active; further: potency means the concentration at half of the fitted maximal effect
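Fluorescent replication assay read twice, at 0 min and 10 min after adding 50 nM (final) substrate. Enzyme (10 nM) and compounds were first incubated 15 min at room temperature; enzyme-free buffer wells were negative controls.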
POLH inh: DNA polymerase eta (human) inhibition; 390,000 tested, 1.2% active; AID 588591; Potency, µM (top dose mostly 114 µM), for inactives: at the highest dose activity change, negative = inhibition, most hits filed as inhibitors; recombinant Pol eta, fluorescent DNA replication assay; further: potency means the concentration at half of the fitted maximal effect; on the % scale 0 is the no-effect control and ±100 the full control effect
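Fluorescent replication assay: 50 nM final substrate added after a 15 min room-temperature compound preincubation with 10 nM enzyme. Signal taken at 0 min and again at 10 min.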
BLM inh: Bloom syndrome helicase (human) inhibition | recombinant BLM DNA unwinding, fluorescence dequenching | 350,000 tested, 0.2% active | Potency, µM (titrated, usually from 56.1 µM), for inactives: at the top dose activity change, negative = inhibition, actives largely listed as inhibitors | P54132;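 further: potency means the concentration at half of the fitted maximal effect; plate controls were vehicle for no effect and no enzyme for full effect; nearly all actives have a fitted effect of over 35% in size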
An asterisk follows results filed as active; [ ] = dose if it differs, or a comment. Unless noted, the call rests on the fitted dose curve; in most records, active means well fitted curve in the direction sought with a large enough effect; inconclusive means small, poorly fitted or top-dose-only effect, or another doubt; inactive means no such curve, though single readings can be large; an effect the other way counts as inactive or inconclusive.

Cc1ccn2cc(-c3ccc(NS(=O)(=O)c4ccccc4)cc3)nc2c1 was read as Pol kappa inh -10%, PGK inhibitor -6%, Anesthetic bind 6%, POLB inh 0%, APEX1 inh -1%, POLI inh inconclusive, POLH inh -17% and BLM inh 0%.
Screening C/C(=N\NC(=S)NC1CCCCC1)c1ccc(C)o1 returned Pol kappa inh -5%, RXFP1 antag 10, PGK inhibitor -3%, Anesthetic bind inconclusive, POLB inh -24%, APEX1 inh -3%, POLI inh 35%[activator], POLH inh -20% and BLM inh -8%.
For COc1ccccc1N/C=C1/Sc2cc(Cl)ccc2NC1=O the results were Anesthetic bind 3%, POLB inh -7%, APEX1 inh -2% and BLM inh -3%.
C/C(Cc1ccccc1)=N\NC(=O)CNC(=O)c1ccccc1Br was read as Pol kappa inh -8%, RXFP1 antag -2, PGK inhibitor -6%, Anesthetic bind inconclusive, POLB inh 2%, APEX1 inh 7%, POLI inh -23%, POLH inh -3% and BLM inh -1%.
`Nc1c(C(=O)NCc2ccc3c(c2)OCO3)nnn1-c1ccc(OC(F)(F)F)cc1` gave Pol kappa inh -8%, RXFP1 antag -8, PGK inhibitor -1%, Anesthetic bind inconclusive, POLB inh -3%, APEX1 inh -1%, POLI inh -17%, POLH inh -2% and BLM inh 2%.
For Cc1ccc(OCC(=O)Nc2ccc3c(c2)nc(CCN2CCOCC2)n3C)cc1 the results were Pol kappa inh 0%, RXFP1 antag 11, PGK inhibitor inactive, Anesthetic bind -19%, POLB inh 13%, APEX1 inh 3%, POLI inh 15%, POLH inh 2% and BLM inh 0%.
CC(C)(C)C(=O)Nc1nnc(SCC(=O)NC2CCCC2)s1 was read as Pol kappa inh -4%, RXFP1 antag -3, PGK inhibitor -5%, Anesthetic bind 0%, POLB inh 3%, APEX1 inh 2%, POLI inh 19%, POLH inh -7% and BLM inh -8%.
`CN1C(=O)[C@H]2[C@@H](C3CC3)N3C(=O)CN(Cc4ccc(-c5ccccc5)cc4)C(=O)[C@@]3(C)[C@H]2C1=O` gave Pol kappa inh 13%, PGK inhibitor -5%, Anesthetic bind -15%, POLB inh 26%, APEX1 inh 23%, POLI inh 55%[activator], POLH inh -12% and BLM inh -2%.
`CC(NC(=O)C1CCC(CNC(=O)[C@@H]2Cc3ccccc3CN2)CC1)c1ccccc1` (stereo not given in full) gave Pol kappa inh 6%, RXFP1 antag -2, PGK inhibitor inactive, Anesthetic bind -14%, POLB inh 12%, APEX1 inh 87%[activator], POLI inh 3%, POLH inh -11% and BLM inh -3%.
For O=C1/C(=C/C=C/c2ccccc2)Oc2c1ccc(O)c2CN1CCN(CCO)CC1 the results were Pol kappa inh -22%, RXFP1 antag -5, PGK inhibitor -8%, Anesthetic bind 64%[activator], POLB inh 0%, APEX1 inh 8%, POLI inh -11%, POLH inh -13% and BLM inh -6%.
Screening O=C(Cn1c(=O)oc2cc(S(=O)(=O)N3CCCC3)ccc21)NCc1ccc(Cl)cc1 returned Pol kappa inh -7%, PGK inhibitor -5%, Anesthetic bind 51%[activator], POLB inh inconclusive, POLI inh 10%, POLH inh -19% and BLM inh -8%.
O=C(Nc1ccccc1Cl)C1(c2ccccc2)CC1(Cl)Cl (stereo not given) was read as Pol kappa inh -9%, RXFP1 antag -32, PGK inhibitor -7%, Anesthetic bind inconclusive, POLB inh 14%, APEX1 inh 2%, POLI inh -16%, POLH inh -24% and BLM inh -6%.
Screening O=C(O)C1CCC(N2C(=O)c3cccc([N+](=O)[O-])c3C2=O)CC1 (stereo not given) returned Pol kappa inh -6%, RXFP1 antag -14, PGK inhibitor -6%, Anesthetic bind -3%, POLB inh -3%, APEX1 inh 2%, POLI inh 75%[activator], POLH inh -23% and BLM inh -5%.
N#Cc1nc(Cc2cccc3ccccc23)oc1NCc1ccc2c(c1)OCO2 was read as Pol kappa inh -19%, RXFP1 antag -5, PGK inhibitor -7%, Anesthetic bind -4%, POLB inh 0%, APEX1 inh 0%, POLI inh 6%, POLH inh inconclusive and BLM inh -12%.
Screening O=C(NCCc1ccccc1)c1ccc2c(c1)N(Cc1ccccc1Cl)C(=O)c1ccccc1S2 returned Pol kappa inh -11%[60.1 µM], RXFP1 antag -14, PGK inhibitor -2%, Anesthetic bind 4%, POLB inh 0%, POLI inh 42%[activator], POLH inh -15% and BLM inh -9%.
COc1ccccc1NS(=O)(=O)c1ccc2oc(=O)ccc2c1 was read as Pol kappa inh 2%, RXFP1 antag 2, PGK inhibitor inactive, Anesthetic bind -11%, POLB inh 7%, APEX1 inh 18%, POLI inh 64%[activator], POLH inh -16% and BLM inh -11%.
`Cn1c(CCC(=O)Nc2ccc(S(C)(=O)=O)cc2)nc2cc(S(=O)(=O)N3CCOCC3)ccc21` gave Pol kappa inh -9%, RXFP1 antag 12, PGK inhibitor -6%, POLI inh inconclusive and POLH inh -18%.
For COc1ccccc1N(CC(=O)Nc1ccc(F)c(F)c1)S(C)(=O)=O the results were Pol kappa inh 4%, RXFP1 antag 7, PGK inhibitor -2%, Anesthetic bind -4%, POLB inh -2%, APEX1 inh 0%, POLI inh 19%, POLH inh 5% and BLM inh 3%.
For CCCCS(=O)(=O)N1CCC(C(=O)Oc2ccccc2OC)CC1 the results were Pol kappa inh -13%, RXFP1 antag -2, PGK inhibitor 1%, Anesthetic bind 2%, POLB inh -1%, APEX1 inh 0%, POLI inh -16%, POLH inh -11% and BLM inh -1%.
Screening O=C(N/N=C/c1ccccn1)C1CC1 returned Pol kappa inh -6%, RXFP1 antag -10, PGK inhibitor 10%, Anesthetic bind -6%, POLB inh 6%, APEX1 inh 7%, POLI inh 1%, POLH inh -3% and BLM inh 2%.

The last four compounds of the part before come first, to join the parts:
`Cn1c(CCC(=O)Nc2ccc(S(C)(=O)=O)cc2)nc2cc(S(=O)(=O)N3CCOCC3)ccc21` gave Pol kappa inh -9%, RXFP1 antag 12, PGK inhibitor -6%, POLI inh inconclusive and POLH inh -18%.
For COc1ccccc1N(CC(=O)Nc1ccc(F)c(F)c1)S(C)(=O)=O the results were Pol kappa inh 4%, RXFP1 antag 7, PGK inhibitor -2%, Anesthetic bind -4%, POLB inh -2%, APEX1 inh 0%, POLI inh 19%, POLH inh 5% and BLM inh 3%.
For CCCCS(=O)(=O)N1CCC(C(=O)Oc2ccccc2OC)CC1 the results were Pol kappa inh -13%, RXFP1 antag -2, PGK inhibitor 1%, Anesthetic bind 2%, POLB inh -1%, APEX1 inh 0%, POLI inh -16%, POLH inh -11% and BLM inh -1%.
Screening O=C(N/N=C/c1ccccn1)C1CC1 returned Pol kappa inh -6%, RXFP1 antag -10, PGK inhibitor 10%, Anesthetic bind -6%, POLB inh 6%, APEX1 inh 7%, POLI inh 1%, POLH inh -3% and BLM inh 2%.
O=c1oc2ccccc2cc1-c1cn(-c2ccccc2)c(=S)[nH]1 was read as Pol kappa inh -10%, RXFP1 antag -10, PGK inhibitor inactive, Anesthetic bind -3%, POLB inh -6%, APEX1 inh 0%, POLI inh 4%, POLH inh -4% and BLM inh -9%.
O=C(COc1ccc(F)cc1)NCC1(N2CCOCC2)CCCCC1 was read as Pol kappa inh 4%, RXFP1 antag -7, PGK inhibitor -3%, APEX1 inh 26%, POLI inh -7% and POLH inh -6%.
`CCn1ncc(/C=N\NC(=O)COc2ccccc2)c1C` gave Pol kappa inh -2%, RXFP1 antag -6, PGK inhibitor inactive, Anesthetic bind -1%, POLB inh 27%, APEX1 inh 8%, POLI inh -10%, POLH inh -13% and BLM inh 7%.
`O=C(Nc1ccc(Cl)c(S(=O)(=O)N2CCCCC2)c1)c1ccncc1` gave Pol kappa inh -4%, RXFP1 antag -3, PGK inhibitor 6%, APEX1 inh -9%, POLI inh 12% and POLH inh -3%.
For O=C(/C=C/c1ccccc1)N1CCCN(C(=O)/C=C/c2ccccc2)CC1 the results were Pol kappa inh -2%, RXFP1 antag 5, PGK inhibitor 2%, Anesthetic bind -15%, POLB inh 2%, APEX1 inh -2%, POLI inh 9%, POLH inh -16% and BLM inh 2%.
Screening CCOC(=O)CCC(=O)Nc1ccccc1C(N)=O returned Pol kappa inh 1%, RXFP1 antag -5, PGK inhibitor inactive, Anesthetic bind -3%, POLB inh 35%, APEX1 inh -4%, POLI inh 1%, POLH inh -5% and BLM inh -3%.
For Cc1ccccc1NC(=O)c1ccc(F)c(S(=O)(=O)N2CCc3ccccc3C2)c1 the results were Pol kappa inh -14%[60.1 µM], RXFP1 antag -4, PGK inhibitor 4%, Anesthetic bind -10%, POLB inh -2%, POLI inh 3%, POLH inh -1% and BLM inh 1%.
For O=C(CN1CCC(NC(=O)c2ccccc2F)CC1)Nc1ccc2c(c1)OCO2 the results were Pol kappa inh 2%[60.1 µM], RXFP1 antag -6, PGK inhibitor inactive, Anesthetic bind -4%, POLB inh 27%, APEX1 inh 0%, POLI inh -24%, POLH inh -12% and BLM inh -2%.
Cc1ccc2oc3c(c(=O)c2c1)C(c1cccc(Cl)c1)N(CCCN1CCOCC1)C3=O (stereo not given) was read as Pol kappa inh -10%, PGK inhibitor 3%, Anesthetic bind 6%, POLB inh -13%, APEX1 inh -2%, POLI inh 2%, POLH inh -6% and BLM inh -3%.
Screening Cc1ccc(S(=O)(=O)N2CCC(C(=O)Nc3cccnc3)CC2)cc1 returned Pol kappa inh -16%, RXFP1 antag 3, PGK inhibitor -2%, APEX1 inh 24%, POLI inh 13% and POLH inh -16%.
CCOCCCNC(=O)c1c(-c2ccccc2)noc1C was read as Pol kappa inh -18%, RXFP1 antag 5, PGK inhibitor 1%, Anesthetic bind 4%, POLB inh 14%, APEX1 inh 11%, POLI inh inconclusive, POLH inh 7% and BLM inh 0%.

Some of the compounds tested, so the mix of outcomes need not match the whole.
